Screening results as filed in PubChem BioAssay.
UHRF1 binding: UHRF1 methyl-DNA binding inhibition | Q96T88 | UHRF1 binding to methylated oligo, TR-FRET | inhibition, % at 4.4 µM | hit rate 0.75% among 370,000 | AID 687016; in the data active = inhibition above about 21%;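 note: UHRF1 SRA domain binding a hemimethylated CpG hairpin DNA probe; 0% = median of test compound wells and 100% = reference inhibitor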
DDE Tn6 FP inh: DD(E)-Tn6 binding inhibition, primary FP screen. P02675. Fibrin DD(E) TRITC-Tn6 fluorescence polarization displacement. inhibition, % at 8.3 µM. hit rate 0.21% among 370,000. AID 720509;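 active = inhibition above a per-campaign cutoff: mean of compounds within control limits plus 3 SD, cut at about 15% in these data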;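 note: 0% = median of all compound wells on the plate and 100% = blocking peptide control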
Target sequence (P02675 whole entry, looked up): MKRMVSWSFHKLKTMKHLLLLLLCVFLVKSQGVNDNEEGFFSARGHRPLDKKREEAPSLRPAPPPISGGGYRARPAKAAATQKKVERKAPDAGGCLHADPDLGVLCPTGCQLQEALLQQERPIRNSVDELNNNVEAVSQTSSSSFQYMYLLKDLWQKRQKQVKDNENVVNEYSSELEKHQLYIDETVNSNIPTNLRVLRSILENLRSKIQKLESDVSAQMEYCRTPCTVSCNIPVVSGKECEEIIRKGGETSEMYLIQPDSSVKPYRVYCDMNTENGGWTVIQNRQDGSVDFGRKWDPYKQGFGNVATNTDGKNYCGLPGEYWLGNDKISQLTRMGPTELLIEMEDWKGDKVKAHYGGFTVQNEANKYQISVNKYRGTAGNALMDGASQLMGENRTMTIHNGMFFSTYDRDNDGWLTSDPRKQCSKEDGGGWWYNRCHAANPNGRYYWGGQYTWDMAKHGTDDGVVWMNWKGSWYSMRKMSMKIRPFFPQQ
PLCb3 inh: PLC-beta3 (human) inhibition, primary screen | hit rate 0.18% among 370,000 | Purified PLC-beta3, fluorogenic substrate, fluorescence | inhibition, % at 12.2 µM | Q01970 | AID 720704; in the data active = inhibition above about 11%;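 note: 0% = median of compound wells on plate and 100% = full blocker control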
PLC-gamma1 inh: blocks human PLC-gamma1 enzyme activity | inhibition, % at 12.2 µM | AID 720700 | purified PLC-gamma1, fluorogenic substrate, fluorescence | hit rate 0.84% among 370,000; in the data active = inhibition above about 9.5%
Tn7 DDE FP: DD(E)-Tn7 binding inhibition, primary FP screen. FP displacement of FITC-Tn7 peptide from fibrin DD(E); 0% = median of compound wells per plate. inhibition, % at 8.3 µM. hit rate 0.13% among 370,000. P02675;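 active = inhibition above the mean of compounds falling within the control limits plus 3 SD of them, cut at about 14% in these data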;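 note: 0% = plate median of compound wells and 100% = 10 µM Aha-Tn7 peptide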
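Test system: human clot-derived fibrin DD(E) complex / Quantity: 2 µM final DD(E) protein / Incubation: 10 min plus 3 h, room temperature / Measured by: fluorescence polarization / Benchmarks: high control of 10 µM Aha-Tn7 peptide / Replicates: singlicate testing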
sPLA2-III inh: Inhibits HGIII-sPLA2 liposome hydrolysis, primary screen | Q9NZ20 | inhibition, % at 12.2 µM | hit rate 0.56% among 370,000 | QFRET BODIPY PC-A2 liposome hydrolysis, fluorescence;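 active = inhibition above mean plus 3 SD of compounds lying within the high and low control bounds, cut at about 19% in these data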;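 note: 0% = median of test compound wells and 100% = no enzyme DMSO wells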
ASAP1 GAP inh: inhibitors of human ASAP1 ArfGAP activity; inhibition, % at 16.5 µM; AID 624377; ASAP1-stimulated ARF1 GTP hydrolysis, GDP FP detection; hit rate 0.19% among 360,000; Q9ULH1; in the data active = inhibition above about 25%;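 note: 0% = vehicle with enzyme and substrate and 100% = no enzyme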
KLK7 zymogen act: activates the human kallikrein-7 zymogen | purified proKLK7, EDANS-DABCYL substrate fluorescence; 100% is mature enzyme control, 0% vehicle | activation, % at 7 µM | hit rate 0.9% among 370,000 | AID 652039;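 active = activation above the mean of all tested compounds plus 3 SD, computed per campaign excluding outliers beyond control limits, cut at about 13% in these data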
ARFGAP1 inh: inhibitors of rat ARFGAP1; Q62848; Arfgap1-stimulated ARF1 GTP hydrolysis, GDP FP detection; inhibition, % at 16.5 µM; hit rate 0.26% among 360,000; AID 651572;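 active = inhibition above a per-plate limit, mean inhibition of low control wells plus 3 SD, cut at about 25% in these data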;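 note: 0% = DMSO wells with enzyme and 100% = wells lacking Arfgap1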
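material = rat Arfgap1 catalytic domain, aa 1-136 | also added = human ARF1(Δ1-17)-GTP substrate | compound dosing = one concentration, 16.5 µM, DMSO 1.26% | times = GTP hydrolysis reaction 2 h at 25 °C | measured by = FP, GDP Alexa 633 tracer displaced from anti-GDP antibody, 620/688 nm | evaluation = percent inhibition of Arfgap1-stimulated GTP hydrolysis | replication = single well per compound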
NR1D1 modulator: Rev-erb alpha (human) modulation; activity, % at 10 µM; hit rate 0.79% among 370,000; Rev-erbα–FITC-DNA binding, fluorescence polarization, 90 min;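 active = activity above about 14%, limit read from the data; passing the limit was not always enough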;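 note: 0% = DMSO wells with 35 nM protein and 100% = DMSO wells with 750 nM protein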
Target sequence (P20393 whole entry, looked up): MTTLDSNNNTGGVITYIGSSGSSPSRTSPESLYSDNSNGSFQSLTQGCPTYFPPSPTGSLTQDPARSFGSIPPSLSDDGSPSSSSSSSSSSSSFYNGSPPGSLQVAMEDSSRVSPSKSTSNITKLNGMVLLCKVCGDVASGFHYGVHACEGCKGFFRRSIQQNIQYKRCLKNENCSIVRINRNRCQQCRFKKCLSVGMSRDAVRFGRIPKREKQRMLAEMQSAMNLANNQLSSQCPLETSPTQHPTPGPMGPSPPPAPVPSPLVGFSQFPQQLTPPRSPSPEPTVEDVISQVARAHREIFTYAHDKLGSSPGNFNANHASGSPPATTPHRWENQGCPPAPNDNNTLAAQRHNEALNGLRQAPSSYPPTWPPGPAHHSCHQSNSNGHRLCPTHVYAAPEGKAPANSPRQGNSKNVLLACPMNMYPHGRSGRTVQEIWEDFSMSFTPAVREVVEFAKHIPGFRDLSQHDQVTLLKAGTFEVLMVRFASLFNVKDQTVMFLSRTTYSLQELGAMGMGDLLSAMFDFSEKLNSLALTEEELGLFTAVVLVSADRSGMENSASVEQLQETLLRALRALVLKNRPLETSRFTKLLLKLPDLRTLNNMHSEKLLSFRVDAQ
* marks the source's active call; other numbers are inactive results; i = inactive; . = no result given; & = joins results of further samples.

item	molecule	UHRF1 binding	DDE Tn6 FP inh	PLCb3 inh	PLC-gamma1 inh	Tn7 DDE FP
1	O=P(C(c1c[nH]c2ccccc12)N1CCOCC1)(N1CCOCC1)N1CCOCC1 (stereo not drawn)	8	6	5	4	4
2	Fc1c(F)c(F)c(N2CCNCC2)c(F)c1F	5	4	-3	-1	3
3	O=C(COc1ccccc1)N1CCN(C2CC3CCC2C3)CC1 (stereo not drawn)	3	7	3	5	4
4	C=C1C2[C@H](OC(C)=O)[C@@H]3CC(=O)[C@]4(C)OC[C@@]3(C)[C@@]4(O)[C@@H](OC(C)=O)[C@H](OC(C)=O)[C@@]2(COC(=O)c2ccccc2)[C@@H](OC(C)=O)C[C@@H]1O (stereo partly drawn)	0	5	4	4	6
5	CN1C(=O)C(=Cc2ccc(N3CCOCC3)o2)C(=O)N(C)C1=S	-3	-3	-1	-1	-2
6	CC(=NCc1ccco1)c1c(O)n(Cc2ccccc2)c(=O)[nH]c1=O	0	0	8	-3	-2
7	COC(=O)C1=C(c2ccc(OCc3ccccc3)cc2)C[C@@H]2CC[C@H]1N2C(=O)NCCN1CCOCC1	0	3	3	1	-6
8	COc1cccc(OCC(=O)N2CCN(C)CC2)c1	1	5	0	1	2
9	COC(=O)[C@@]1(O)c2c(oc3cccc(O)c3c2=O)C=C[C@H]1O	-1	0	2	-2	1
10	COC(=O)C1=C(c2ccc3ccccc3c2)C[C@@H]2CC[C@H]1N2C(=O)NCCCOC(C)C	0	-7	-2	-1	2

item	sPLA2-III inh	ASAP1 GAP inh	KLK7 zymogen act	ARFGAP1 inh	NR1D1 modulator
1	-1	-3	0.5	-9	4
2	8	3	0.1	5	-2
3	4	4	-0.3	-4	0
4	8	-8	0.6	-3	6
5	5	1	0.2	7	39*
6	-8	9	-0.3	-1	-1
7	-5	3	-0.2	5	3
8	2	-9	-0.3	1	0
9	2	.	0.9	.	0
10	-1	17	0.5	-1	0

Next compounds:
item	molecule	UHRF1 binding	DDE Tn6 FP inh	PLCb3 inh	PLC-gamma1 inh	Tn7 DDE FP
11	Cc1cc(/C=C2/C(=O)NC(=O)N(c3ccc(Br)cc3)C2=O)c(C)n1C	0	-3	-13	-6	-1
12	C#C[C@]1(O)CCC2C3CC=C4C[C@H](O)CC[C@]4(C)C3CC[C@@]21C (stereo partly drawn)	-1	-5	-1	-2	-4
13	COc1ccc(-n2c(O)c(C(C)=NCCCn3ccnc3)c(=O)[nH]c2=O)cc1	1	0	3	1	3
14	C=CCn1c(O)c(C=NCCN(C)C)c(=O)[nH]c1=O	3	0	-1	2	2
15	CCOC(=O)[C@]12Cc3ccccc3[C@H]1N(CCC(=O)OC)C(=O)c1ccccc12	1	-1	-3	0	2
16	COC(=O)C1=C(c2cccc(C#N)c2)C[C@@H]2CC[C@H]1N2C(=O)NCCc1ccccc1	-1	3	-2	-1	13
17	O=c1cc(C(F)(F)F)c2cc3c4c(c2o1)CCCN4CCC3	-8	13	-370	-319	33*
18	OCCN1C2CCC1CC(O)(c1ccc(F)cc1)C2 (stereo not drawn)	-1	3	5	6	-2
19	O=C1Nc2ccc(Br)cc2C(c2ccc(Cl)cc2)=NC1O (stereo not drawn)	2	-4	2	1	7
20	CCOC(=O)[C@]12Cc3c(cc(OC)c(OC)c3OC)[C@H]1N(C)C(=O)c1ccccc12	0	2	0	0	3

item	sPLA2-III inh	ASAP1 GAP inh	KLK7 zymogen act	ARFGAP1 inh	NR1D1 modulator
11	-5	1	0.0	3	0
12	-1	13	-0.7	5	-5
13	2	-3	0.2	1	5
14	5	4	0.4	5	2
15	10	-1	-0.3	-7	8
16	4	-8	0.0	-6	4
17	-53	-14	-2.3	8	0
18	-4	-5	-0.1	10	6
19	3	-12	0.0	5	-4
20	-2	3	0.1	-5	6

More records:
item	molecule	UHRF1 binding	DDE Tn6 FP inh	PLCb3 inh	PLC-gamma1 inh	Tn7 DDE FP
21	CC12CCC(=O)C=C1CCC1C2CCC2(C)C(O)(C(=O)CO)CCC12O (stereo not drawn)	1	7	-2	2	-4
22	COc1ccc(C(c2nnnn2Cc2ccccc2)N2CCC(n3c(=O)[nH]c4ccccc43)CC2)cc1 (stereo not drawn)	1	0	0	0	0
23	O=C(Nc1ccc(C(F)(F)F)cc1)OC1CN2CCC1CC2 (stereo not drawn)	2	-8	-7	0	-3
24	CC(C)c1ccc(N=Nc2c(O)[nH]c(=O)[nH]c2=O)cc1	-2	-2	-4	2	-2
25	CC1(C)CC2(CCO1)NCCN1C(=O)CSC12 (stereo not drawn)	-2	-2	0	1	-11
26	COc1ccc2c(c1)c(C(=O)O)c(C)n2C(C)C	0	5	2	6	0
27	Cc1ccccc1-c1ccc2c(c1)C1c3c(-c4ccccc4)nnn3-c3ccccc3C(=O)N1CC2 (stereo not drawn)	-1	3	-4	3	2
28	Cc1ccc2c(c1)CC1(CN2C)C(=O)NC(=O)N(c2cc(C)ccc2C)C1=O (stereo not drawn)	-1	5	-3	-5	-1
29	COC(=O)C1=C(c2cc3ccccc3s2)C[C@@H]2CC[C@H]1N2C(=O)NCCS(C)=O (stereo partly drawn)	-1	0	-1	1	-1
30	CNC(=O)Oc1c(C)[nH]ccc1=O	3	3	0	4	-1

item	sPLA2-III inh	ASAP1 GAP inh	KLK7 zymogen act	ARFGAP1 inh	NR1D1 modulator
21	-3	-7	-0.6	1	-5
22	3	7	-0.1	12	3
23	-3	-3	0.5	6	3
24	3	-1	0.3	-1	0
25	-1	-9	-0.2	5	-3
26	4	5	0.1	2	-2
27	-2	3	0.4	1	-4
28	-11	4	0.5	4	0
29	-3	2	-0.2	-5	-4
30	-2	-7	0.3	-5	1

Three entries from above in another layout.
[23] O=C(Nc1ccc(C(F)(F)F)cc1)OC1CN2CCC1CC2 (stereo not drawn)
[24] CC(C)c1ccc(N=Nc2c(O)[nH]c(=O)[nH]c2=O)cc1
[25] CC1(C)CC2(CCO1)NCCN1C(=O)CSC12 (stereo not drawn)
entry no. | 23 | 24 | 25
UHRF1 binding | 2 | -2 | -2
DDE Tn6 FP inh | -8 | -2 | -2
PLCb3 inh | -7 | -4 | 0
PLC-gamma1 inh | 0 | 2 | 1
Tn7 DDE FP | -3 | -2 | -11
sPLA2-III inh | -3 | 3 | -1
ASAP1 GAP inh | -3 | -1 | -9
KLK7 zymogen act | 0.5 | 0.3 | -0.2
ARFGAP1 inh | 6 | -1 | 5
NR1D1 modulator | 3 | 0 | -3

(cont.)
item	molecule	UHRF1 binding	DDE Tn6 FP inh	PLCb3 inh	PLC-gamma1 inh	Tn7 DDE FP
31	O=C(N/N=C/c1c(O)n(CCc2ccc(F)cc2)c(=O)[nH]c1=O)c1ccccc1	4	-4	-8	4	-3
32	CCOC(=O)CNC(=O)N1Cc2ccc(Br)cc2-n2nncc2C1	5	5	4	4	5
33	O=C(O)COc1ccccc1	-1	-3	7	3	11
34	COc1ccc2[nH]cc(C(=O)CN(C)C)c2c1	-2	-1	2	-2	2
35	COC(=O)[C@@H]1[C@@H](C(=O)OC)C2(c3ccccc3-c3ccccc32)N(c2ccc(Cl)cc2)N1C#N	4	-3	-118	-88	4
36	CNc1cc(Cl)c2nonc2c1[N+](=O)[O-]	-21	-1	-1	0	0
37	Cc1ccc(C2=NCC(=O)Nc3ccc(Br)cc32)cc1	-2	7	-5	0	0
38	CCn1c(=O)cc(SCC(=O)N2CCC3(CC2)OCCO3)c2ccccc21	3	5	-4	-3	4
39	O=c1[nH]c(=O)n(CCC2=CCCCC2)c(O)c1/C=N/N1CCOCC1	19	2	-9	-5	-5
40	COc1ccc(C(=O)C23CN4CN(CN(C4)C2)C3)cc1	-1	2	0	-3	3

item	sPLA2-III inh	ASAP1 GAP inh	KLK7 zymogen act	ARFGAP1 inh	NR1D1 modulator
31	-1	-6	0.5	13	3
32	10	5	-0.8	9	-4
33	4	-29	0.8	-9	9&-5
34	0	-11	-0.4	-1	-3
35	-7	6	-6.3	14	1
36	2	-1	0.9	-2	2
37	-2	11	0.2	6	-3
38	8	-8	0.0	8	-2
39	-5	14	0.1	-2	9
40	1	14	-0.7	-1	-3

A second format for some results above.
(32) CCOC(=O)CNC(=O)N1Cc2ccc(Br)cc2-n2nncc2C1
- UHRF1 binding = 5
- DDE Tn6 FP inh = 5
- PLCb3 inh = 4
- PLC-gamma1 inh = 4
- Tn7 DDE FP = 5
- sPLA2-III inh = 10
- ASAP1 GAP inh = 5
- KLK7 zymogen act = -0.8
- ARFGAP1 inh = 9
- NR1D1 modulator = -4
(33) O=C(O)COc1ccccc1
- UHRF1 binding = -1
- DDE Tn6 FP inh = -3
- PLCb3 inh = 7
- PLC-gamma1 inh = 3
- Tn7 DDE FP = 11
- sPLA2-III inh = 4
- ASAP1 GAP inh = -29
- KLK7 zymogen act = 0.8
- ARFGAP1 inh = -9
- NR1D1 modulator = 9&-5
(34) COc1ccc2[nH]cc(C(=O)CN(C)C)c2c1
- UHRF1 binding = -2
- DDE Tn6 FP inh = -1
- PLCb3 inh = 2
- PLC-gamma1 inh = -2
- Tn7 DDE FP = 2
- sPLA2-III inh = 0
- ASAP1 GAP inh = -11
- KLK7 zymogen act = -0.4
- ARFGAP1 inh = -1
- NR1D1 modulator = -3

Later entries:
item	molecule	UHRF1 binding	DDE Tn6 FP inh	PLCb3 inh	PLC-gamma1 inh	Tn7 DDE FP
41	C=CCN1C[C@H](C)N(C(c2ccc(C(=O)N(CC)CC)cc2)c2cccc(OC)c2)CC1C (stereo partly drawn)	-2	6	2	-1	-6
42	C/C(=N\N1CCN(C)CC1)c1c(O)[nH]c(=O)[nH]c1=O	0	-3	-3	5	0
43	COc1ccc(NC(=O)N2CCC3(CC2)OCCO3)cc1OC	3	-8	2	-1	-4
44	COc1cccc(CN2CCNCC2)c1OC	-1	0	-5	-3	-6
45	CN(N)N=Nc1nc2c([nH]1)c(=O)n(C)c(=O)n2C	0	-7	-10	-6	2
46	O=C(Cn1nc(-c2ccccc2)ccc1=O)N1CCC2(CC1)OCCO2	1	-4	-9	-2	1
47	OC12Oc3ccccc3C=C1N1CCC2CC1 (stereo not drawn)	-2	3	-13	-7	-5
48	CCC(=O)c1cc(F)c(N2CCN(CC)CC2)cc1C	-2	-3	4	3	-7
49	CC(C)N1CCN(Cc2cccc3c2OCO3)CC1CCO (stereo not drawn)	-3	-8	-1	1	2
50	O=C(O)C12C3CCCC1C32c1ccccc1 (stereo not drawn)	5	-1	2	0	1
51	C=CCN1C(=O)C2(C(C(=O)OCC)=C(N)Oc3ccccc32)c2c1c1ccccc1oc2=O (stereo not drawn)	0	3	-2	0	1
52	CCOC(=O)c1c(N)n(CCCOC(=O)c2ccco2)c2nc3ccccc3nc12	-4	1	i	i	-4

item	sPLA2-III inh	ASAP1 GAP inh	KLK7 zymogen act	ARFGAP1 inh	NR1D1 modulator
41	1	12	0.7	10	1
42	20*	-1	0.3	17	1
43	-5	-15	0.6	2	2
44	-3	-12	0.7	5	-3
45	-2	-3	0.1	-3	3
46	4	-4	0.2	13	2
47	4	-5	-0.1	25*	0
48	0	16	-0.6	6	-3
49	3	0	0.8	6	-2
50	7	-3	0.2	-6	-2
51	-10	-7	0.1	3	1
52	2	-1	39*	0	-3

Some of the compounds tested; the hit share may differ from the screen's.
